CendR NRP1 mod: alters CendR peptide binding to human NRP-1 | O14786 | FAM-RPARPAR peptide binding to NRP-1, fluorescence polarization | inhibition, % at 25 µM | actives 0.85% (n = 360,000) | AID 602438;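 active = inhibition or corrected inhibition above about 18%, plus a signal ratio from 0.5 to 1.5, limit read from the data, passing the limit was not always enough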; also: strong numbers were not always called active
LMPTP block: LMPTP (human) inhibition | P24666 | AID 651560 | actives 0.22% (n = 360,000) | inhibition, % at 20 µM | recombinant LMPTP-A, OMFP fluorogenic substrate, fluorescence intensity;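 active = compounds that cut the enzyme signal by at least half of the control window in the single-dose screen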;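 also: plate controls were DMSO wells with enzyme plus substrate for no effect and substrate without enzyme for full effect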
Target sequence (P24666 whole entry, looked up): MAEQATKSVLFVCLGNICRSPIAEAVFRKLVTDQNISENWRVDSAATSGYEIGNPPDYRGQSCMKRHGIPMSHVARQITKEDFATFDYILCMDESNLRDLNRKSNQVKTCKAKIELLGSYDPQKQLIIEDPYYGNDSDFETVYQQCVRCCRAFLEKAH
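Test system – LMPTP-A enzyme · Amount – LMPTP-A at 0.625 nM final in the reaction · Buffer or medium – Bis-Tris pH 6.0, DTT, detergent · Reagent – OMFP 400 µM · Doses – single 20 µM dose · Schedule – reaction 50 min, room temperature, dark · Detection – fluorescence intensity of OMFP turnover product · Evaluation – percent inhibition versus substrate-only and uninhibited controls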
DNMT1 block: inhibitors of human DNMT1. actives 0.83% (n = 360,000). inhibition (reported as % activation of signal), % at 10 µM. DNMT1 molecular beacon, Hinp1I cleavage, fluorescence. P26358; in the data active = inhibition above about 50%
Neddyl block: inhibitors of human cullin neddylation. TR-FRET cullin neddylation, biochemical. actives 0.58% (n = 360,000). AID 651699. calls only at 25 µM. P61081+Q13564; in the data active = inhibition above about 36%
SKN-1 block: inhibitors of C. elegans SKN-1. inhibition, % at 21.8 µM. actives 0.49% (n = 360,000). AID 624304. C. elegans VP596 Pgst-4::GFP/RFP ratio, acrylamide-induced, 24 h;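 active = interference check ratio from 0.5 to 1.5 plus GFP to RFP signal ratio inhibition reaching or exceeding a fixed threshold, cut at about 30% in these data, passing the limit was not always enough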; also: some compounds called inactive have numbers as strong as hits
Scp-1 inhibitor: inhibitors of human Scp-1 phosphatase; Recombinant Scp1, phosphopeptide, malachite green phosphate absorbance; inhibition, % at 20 µM; AID 493091; actives 0.88% (n = 340,000);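 active = inhibition above about 50% at 20 µM, limit read from the data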;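 also: plate controls were DMSO wells with enzyme for no effect and wells lacking enzyme for full effect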
Target sequence (Q9GZU7 76-261 limits assumed): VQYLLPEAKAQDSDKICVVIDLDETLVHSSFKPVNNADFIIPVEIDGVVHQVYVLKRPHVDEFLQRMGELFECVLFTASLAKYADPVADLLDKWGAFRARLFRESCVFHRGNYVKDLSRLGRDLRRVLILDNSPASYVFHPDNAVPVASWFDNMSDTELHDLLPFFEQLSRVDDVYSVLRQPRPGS
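assay system = SCP-1 phosphatase catalytic domain, residues 76-261 | buffer or medium = 50 mM Tris acetate pH 5.5, 0.005% Tween-20, 10 mM MgCl2 | incubation = enzyme reaction 45 min at room temperature, colour 5 min, stabilisation 30 min | signal = Phosphate-binding colour reagent, absorbance read at 630 nm | measure = % inhibition at 20 µM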
Tb MetRS inh: blocks T. brucei methionyl-tRNA synthetase activity | purified T. brucei MetRS, ATP depletion, Kinase-Glo luminescence | inhibition, % at 11.9 µM | actives 0.4% (n = 360,000) | AID 624268;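 active = inhibition above a per-plate cutoff of the control wells' mean inhibition plus 3 SD, cut at about 5.5% in these data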;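 also: 0% = DMSO wells median and 100% = median of wells with control inhibitor compound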
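assay system = parasite MetRS enzyme | timing = 15 min preincubation, 2 h reaction, all 25 °C | evaluation = percent inhibition relative to median high and low control wells | medium = HEPES buffer containing pyrophosphatase, BSA, spermine, DTT | compound = single dose, 11.9 µM final nominal, 0.9% final DMSO | detection = Kinase-Glo luminescence, ATP depletion format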
NadD inh: blocks S. aureus nicotinate mononucleotide adenylyltransferase; purified NadD enzyme, colorimetric absorbance read-out; inhibition, % at 20 µM; actives 0.78% (n = 360,000); in the data active = inhibition above about 26%; also: some compounds past the cut are filed as inactive
SUMO1-SIM PPI: SUMO1-SIM interaction modulation; P63165; SUMO1 binding to a labelled peptide, TR-FRET, 1 h; inhibition, % at 20 µM; actives 0.33% (n = 360,000); AID 602429; in the data active = inhibition above about 37%
Target sequence (P63165 whole entry, looked up): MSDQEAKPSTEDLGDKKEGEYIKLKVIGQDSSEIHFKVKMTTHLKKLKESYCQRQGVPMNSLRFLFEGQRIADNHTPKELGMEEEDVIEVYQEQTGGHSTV
STEP inh: blocks human striatal-enriched tyrosine phosphatase | AID 588621 | recombinant STEP, OMFP fluorogenic substrate, fluorescence | actives 0.25% (n = 360,000) | inhibition, % at 20 µM | P54829;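 active = inhibition at 20 µM, scaled per plate between control wells, above about 37%, limit read from the data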;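 also: 0% = DMSO with enzyme and substrate and 100% = substrate only without enzyme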
Target sequence (P54829 whole entry, looked up): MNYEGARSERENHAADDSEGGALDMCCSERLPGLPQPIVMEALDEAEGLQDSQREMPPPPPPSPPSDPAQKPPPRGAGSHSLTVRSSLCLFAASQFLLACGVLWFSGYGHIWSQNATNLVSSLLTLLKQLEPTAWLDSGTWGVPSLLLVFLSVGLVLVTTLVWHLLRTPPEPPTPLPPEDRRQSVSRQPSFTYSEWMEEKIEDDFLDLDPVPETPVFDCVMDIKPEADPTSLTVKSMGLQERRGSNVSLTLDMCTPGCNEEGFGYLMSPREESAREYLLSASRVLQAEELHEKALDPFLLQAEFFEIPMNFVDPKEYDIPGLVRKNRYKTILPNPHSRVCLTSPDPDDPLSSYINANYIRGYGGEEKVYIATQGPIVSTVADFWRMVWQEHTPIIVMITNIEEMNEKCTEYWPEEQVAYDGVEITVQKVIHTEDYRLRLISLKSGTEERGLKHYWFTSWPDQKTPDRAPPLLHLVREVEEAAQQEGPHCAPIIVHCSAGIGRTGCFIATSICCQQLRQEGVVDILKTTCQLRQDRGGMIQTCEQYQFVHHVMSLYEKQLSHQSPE
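Test system: STEP tyrosine phosphatase / Reagent: OMFP at 25 µM / Doses: 20 µM, 1% DMSO / Read-out: percent inhibition scaled to no-enzyme and uninhibited-enzyme controls, plate-pattern corrected / Detection: FITC-channel fluorescence of OMFP product / Medium: Bis-Tris buffer pH 6.0, 2.5 mM DTT, 0.005% Tween 20 / Schedule: 20 min at room temperature, dark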
Numbers without * were called inactive; i = inactive; . = not tested or not shown; + = active, no number.

cpd	structure	CendR NRP1 mod	SUMO1-SIM PPI	Scp-1 inhibitor	LMPTP block	NadD inh
1	CC[C@]1(c2ccccc2)C(=O)N(C(=O)OC)N1C(=O)OC	9	-3	4	-3.2	2
2	Nn1c(Cc2cccc3ccccc23)nnc1SCn1nnc2ccccc2c1=O	4	-4	2	-0.8	8
3	CCOc1ccccc1N1CCN(C(=O)c2ccccc2SCC(=O)N2CCCC2)CC1	0	-8	-13	-0.1	6
4	COc1cc(/C=C2\SC(=S)N(CCC(=O)Nc3ccccc3)C2=O)cc(OC)c1OC	-37	-1	-15	0.5	-7
5	CCOC(=O)C1C(c2ccccc2)NC(=S)NC1(C)O (centres undefined)	-4	0	-2	-0.6	2
6	Cc1ccc(-n2nc3c(=O)n(C(C)C(=O)NCCCc4ccccc4)nc(C)c3c2C)cc1 (centres undefined)	-14	4	-3	-1.6	6
7	Cc1cccc(C(=O)OCC(=O)N(C)c2ccccc2)c1C	-5	3	-5	0.2	-4
8	COc1ccc(-c2cc(C(F)(F)F)c(C#N)c(=O)[nH]2)cc1	-16	1	-7	-0.5	-7
9	COc1cccc(Nc2nc(-c3ccccc3O)nc3ccccc23)c1	2	-170	3	5.1	2
10	Cc1ncc(CO)c2c1Oc1nc(-c3ccccc3F)nc(SCC(=O)N(C)c3ccccc3)c1C2	-38	1	-1	0.3	21
11	NC(=O)c1cccnc1Nc1cccc([N+](=O)[O-])c1	-14	-22	-1	-0.9	-7
12	O=C(NCCc1ccccc1)C1c2ccccc2C(=O)N1Cc1cccs1 (centres undefined)	-6	1	-14	-0.8	-2
13	CCOC(=O)C1=C(C)NC(C)=C(C(=O)OCC)C1c1ccc(Br)o1	-6	3	-10	3.1	-6
14	COC(=O)C(C(=O)OC)C(C(C)C)C(C(=O)OC)C(=O)OC	-1	21	-14	-0.7	2
15	CCOC(=O)c1c(NC(=O)CN2CCCc3ccccc32)sc(C(C)=O)c1C	-13	-2	-4	-1.0	2

cpd	SKN-1 block	Neddyl block	DNMT1 block	Tb MetRS inh	STEP inh
1	0	i	3	-0.5	-1
2	17	i	0	0.0	0
3	0	i	0	-0.2	1
4	14	i	-10	-0.7	-1
5	4	i	0	-0.2	0
6	-5	i	0	-0.2	4
7	3	i	2	-0.4	1
8	-3	.	-2	-0.3	-2
9	-10	i	-3	-1.8	-3
10	12	i	-6	0.2	-1
11	5	i	-1	0.5	-1
12	0	i	3	-0.1	-1
13	5	i	8	-0.6	10
14	23	i	0	-1.3	2
15	28	i	20	-0.8	2

The listing continues.
cpd	structure	CendR NRP1 mod	SUMO1-SIM PPI	Scp-1 inhibitor	LMPTP block	NadD inh
16	CN(C)c1ccc(C(=O)OCC(=O)N2CCOCC2)cc1	18	2	-2	-0.5	0
17	CN(CC(=O)Nc1ccc(F)c(F)c1F)C(=O)CN1C(=O)NC2(CCCC2)C1=O	4	3	-3	-1.9	-5
18	O=C(CSc1ncnc2c1cnn2CCc1ccccc1)Nc1cccc(C(F)(F)F)c1	7	3	-32	3.8	-11
19	CC(=O)NS(=O)(=O)c1ccc(NC(=O)/C=C/c2ccccc2Cl)cc1	3	1	-12	-0.6	-7
20	Cc1c(C(=O)NCc2ccc(Cl)c(Cl)c2)sc(=O)n1Cc1ccccc1F	-3	-3	.	2.6	1
21	COc1ccccc1C(=O)Nc1ccc(S(=O)(=O)NC2=NCCCCC2)cc1	-7	0	-7	-2.3	-6
22	CCOC(=O)c1cc2c(=O)n3ccccc3nc2n(CCOC)c1=NC(=O)c1c(-c2c(F)cccc2Cl)noc1C	-24	-25	6	-0.1	16
23	c1ccc(Cn2nnnc2C(c2cccs2)N2CCOCC2)cc1 (centres undefined)	11	-3	-2	-2.9	-5
24	O=C(CCNS(=O)(=O)c1ccccc1C(F)(F)F)N1CCN(C(c2ccccc2)c2ccccc2)CC1	4	2	-1	3.1	-1
25	CCn1c(C)[n+](Cc2ccccc2)c2ccc(Cl)cc21	16	-2	1	1.1	13
26	CCCCN(C(=O)CC(c1ccccc1)c1ccccc1)c1c(N)n(CCC)c(=O)[nH]c1=O	0	1	4	-0.9	5
27	O=C1/C(=C/C=C/c2ccco2)SC(=S)N1NS(=O)(=O)c1ccccc1	-154	112*	82*	62*	14
28	Cc1ccc(S(=O)(=O)N2CCCC(C(=O)N(Cc3cccs3)C3CC3)C2)cc1 (centres undefined)	6	-4	-13	-0.5	-2
29	O=C(CC12CC3CC(CC(Br)(C3)C1)C2)Nc1nncs1	2	1	1	0.6	-6
30	Cc1nn(CCCC(=O)Nc2sc3c(c2C#N)CCC3)c(C)c1[N+](=O)[O-]	-4	0	-3	1.1	-7

cpd	SKN-1 block	Neddyl block	DNMT1 block	Tb MetRS inh	STEP inh
16	4	i	4	-0.8	-2
17	14	i	2	-0.3	-4
18	-5	i	-10	0.1	0
19	2	i	2	2.3	-2
20	15	i	-2	0.3	-2
21	1	i	-4	-0.6	-2
22	-14	.	-1	-0.2	-4
23	-17	i	0	-0.3	-3
24	7	i	-13	-0.6	0
25	4	i	-1	-0.7	-1
26	3	i	7	-1.5	-3
27	18	i	87*	0.7	43*
28	-3	i	-1	-0.4	2
29	-10	i	0	-0.4	0
30	6	i	-3	-0.3	3

From compound 26 up to 30, copied from above:
cpd	structure	CendR NRP1 mod	SUMO1-SIM PPI	Scp-1 inhibitor	LMPTP block	NadD inh
26	CCCCN(C(=O)CC(c1ccccc1)c1ccccc1)c1c(N)n(CCC)c(=O)[nH]c1=O	0	1	4	-0.9	5
27	O=C1/C(=C/C=C/c2ccco2)SC(=S)N1NS(=O)(=O)c1ccccc1	-154	112*	82*	62*	14
28	Cc1ccc(S(=O)(=O)N2CCCC(C(=O)N(Cc3cccs3)C3CC3)C2)cc1 (centres undefined)	6	-4	-13	-0.5	-2
29	O=C(CC12CC3CC(CC(Br)(C3)C1)C2)Nc1nncs1	2	1	1	0.6	-6
30	Cc1nn(CCCC(=O)Nc2sc3c(c2C#N)CCC3)c(C)c1[N+](=O)[O-]	-4	0	-3	1.1	-7

cpd	SKN-1 block	Neddyl block	DNMT1 block	Tb MetRS inh	STEP inh
26	3	i	7	-1.5	-3
27	18	i	87*	0.7	43*
28	-3	i	-1	-0.4	2
29	-10	i	0	-0.4	0
30	6	i	-3	-0.3	3

Whole records as entered above. Values in the order: CendR NRP1 mod, SUMO1-SIM PPI, Scp-1 inhibitor, LMPTP block, NadD inh, SKN-1 block, Neddyl block, DNMT1 block, Tb MetRS inh, STEP inh
CCOC(=O)c1c(NC(=O)CN2CCCc3ccccc32)sc(C(C)=O)c1C in the list: -13, -2, -4, -1.0, 2, 28, i, 20, -0.8, 2
Cc1ncc(CO)c2c1Oc1nc(-c3ccccc3F)nc(SCC(=O)N(C)c3ccccc3)c1C2 in the list: -38, 1, -1, 0.3, 21, 12, i, -6, 0.2, -1
CCn1c(C)[n+](Cc2ccccc2)c2ccc(Cl)cc21 in the list: 16, -2, 1, 1.1, 13, 4, i, -1, -0.7, -1

Following part:
cpd	structure	CendR NRP1 mod	SUMO1-SIM PPI	Scp-1 inhibitor	LMPTP block	NadD inh
31	CN1CCC(=NNC(=O)c2ccc(N(Cc3ccc(Cl)cc3)S(C)(=O)=O)cc2)CC1	-5	0	-4	-6.0	-1
32	Nc1ccn(C2CCCCO2)c(=O)n1 (centres undefined)	14	-3	-5	-3.3	1
33	O=C(O)c1cc(=O)cc(C(=O)O)[nH]1	-2	-1	2	-0.8	-6
34	CCOC(=O)CC1C(=O)NCCN1S(=O)(=O)c1ccc(NC(C)=O)cc1 (centres undefined)	1	-4	0	-1.6	-5
35	c1ccc(-c2nc3ccccn3c2-c2ccccc2)cc1	-1	9	-9	6.8	-6
36	COCCCn1nnnc1SCC(=O)N1c2ccccc2CC1C (centres undefined)	4	3	-3	-1.1	1
37	C/C(=N\NC(=O)c1nn(C)c(C)c1Br)c1ccc(NC(=O)c2ccccc2F)cc1	4	-7	-2	-0.6	1
38	CCN(CC)S(=O)(=O)c1ccc(N2CCOCC2)c(NC(=O)c2ccc(C#N)cc2)c1	-8	-4	-1	-1.3	2
39	COc1cc(C(C)=O)ccc1OC(C)C(=O)Nc1ccc(S(=O)(=O)N2CCCC2)cc1 (centres undefined)	5	-4	-10	-0.9	3
40	O=C1ON=C(c2ccccc2)/C1=C/c1ccc(O)cc1	-3	2	-1	-0.1	4
41	CCOc1cc(N2CCOCC2)c(OCC)cc1NC(=O)COC(=O)c1c(CC)noc1C	-2	0	2	2.8	0
42	CCOc1ccc(N2CC(C(=O)Nc3ccccc3C(=O)N3CCOCC3)CC2=O)cc1 (centres undefined)	6	5	-2	0.0	-8
43	Cc1ccc(NS(=O)(=O)c2ccc(-n3cccn3)cc2)c(C)c1	6	1	-7	1.3	-6
44	O=C(NCC1CCCO1)C1CCN(C2CCN(C(=O)C3CCCCC3)CC2)CC1 (centres undefined)	-7	2	-7	1.5	3
45	O=C(CSc1nc2ccccc2o1)NC1CCCC1	4	1	-4	-1.0	-5
46	CCn1nc(C)c(Br)c1-c1nc(CS(=O)(=O)c2ccc(F)cc2)no1	10	7	-10	0.9	-3
47	Cn1c(=O)c2c(nc(SCc3cccnc3)n2Cc2ccc(F)cc2)n(C)c1=O	-18	-2	-3	0.2	3
48	COc1cc(C(O)CO)ccc1O (centres undefined)	-7	-9	-16	-11	3

cpd	SKN-1 block	Neddyl block	DNMT1 block	Tb MetRS inh	STEP inh
31	-10	i	-6	-0.8	-2
32	-2	i	-3	-0.3	-3
33	-5	i	1	-0.8	-4
34	-6	i	1	-0.3	-3
35	11	+	3	-0.9	5
36	-5	i	1	0.0	3
37	4	i	-1	-0.1	1
38	7	i	2	-1.1	2
39	-12	i	-3	0.1	-4
40	14	i	3	0.3	0
41	-13	i	-3	-0.4	0
42	3	i	-1	-0.1	-2
43	5	i	-1	-0.2	2
44	-2	i	0	0.0	3
45	4	i	0	-0.3	-2
46	4	i	-1	0.1	-1
47	10	i	2	-0.2	-2
48	-4	i	0	-0.6	-3

Compound activity (PubChem BioAssay)
